# Screening results: PubChem BioAssay, National Center for Advancing Translational Sciences (NCATS)
# TGFb SMAD3 inh = blocks TGF-b signaling; Potency, µM (doses to about 46.1 µM), inactives show at the highest dose activity, negative = inhibition, most hits filed as inhibitors; AID 588855; HepG2 CAGA-GFP TGF-b/SMAD3 reporter, GFP fluorescence, 18 h; TGF-beta stimulated, 500 pg/mL final; 410,000 tested, 1.2% active; note: potency is the fitted concentration of half-maximal effect; % is set by controls: 0 for no effect and ±100 for the full control effect; nearly all actives have a fitted effect of over 65% in size
#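 Per well, imaged GFP fluorescence of HEPG2 CAGA-GFP cells gives the signal; cells get compound, then TGF-beta (500 pg/mL final), 18 h at 37 degrees C; %Activity versus -TGF-beta and +DMSO controls.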
# Nrf2 inh = Nrf2 pathway inhibition | A549 ARE-Fluc reporter, luciferase luminescence, 18-24 h | Potency, µM (titrated, usually from 46 µM), inactives show at the highest dose activity change, negative = inhibition, usual class: inhibitors | 360,000 tested, 2.1% active | AID 504444; note: potency is the fitted concentration of half-maximal effect; % is set by controls: 0 for no effect and ±100 for the full control effect; nearly all actives have a fitted effect of over 60% in size
#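 Reporter: ARE-Fluc in A549. Exposure: 18-24 h, 37 °C, 5% CO2, 5% FBS OPTI-MEM. Readouts: fluorescent cytotoxicity (CellTiter-Fluor), then luminescent Nrf2 signal after BugLite.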
# EPAC2 ag = EPAC2 (human) agonism. EPAC2 activation, biochemical qHTS; response scale: 100% = 6.5 mM cAMP response. Q8WZA2. Potency, µM (series often up to 154 µM), for the others: at the top dose activation, most hits filed as activators. 360,000 tested, 0.079% active. AID 720711; note: potency is the fitted concentration of half-maximal effect; nearly all actives have a fitted effect of over 50% in size
# Target sequence (Q8WZA2 whole entry, looked up): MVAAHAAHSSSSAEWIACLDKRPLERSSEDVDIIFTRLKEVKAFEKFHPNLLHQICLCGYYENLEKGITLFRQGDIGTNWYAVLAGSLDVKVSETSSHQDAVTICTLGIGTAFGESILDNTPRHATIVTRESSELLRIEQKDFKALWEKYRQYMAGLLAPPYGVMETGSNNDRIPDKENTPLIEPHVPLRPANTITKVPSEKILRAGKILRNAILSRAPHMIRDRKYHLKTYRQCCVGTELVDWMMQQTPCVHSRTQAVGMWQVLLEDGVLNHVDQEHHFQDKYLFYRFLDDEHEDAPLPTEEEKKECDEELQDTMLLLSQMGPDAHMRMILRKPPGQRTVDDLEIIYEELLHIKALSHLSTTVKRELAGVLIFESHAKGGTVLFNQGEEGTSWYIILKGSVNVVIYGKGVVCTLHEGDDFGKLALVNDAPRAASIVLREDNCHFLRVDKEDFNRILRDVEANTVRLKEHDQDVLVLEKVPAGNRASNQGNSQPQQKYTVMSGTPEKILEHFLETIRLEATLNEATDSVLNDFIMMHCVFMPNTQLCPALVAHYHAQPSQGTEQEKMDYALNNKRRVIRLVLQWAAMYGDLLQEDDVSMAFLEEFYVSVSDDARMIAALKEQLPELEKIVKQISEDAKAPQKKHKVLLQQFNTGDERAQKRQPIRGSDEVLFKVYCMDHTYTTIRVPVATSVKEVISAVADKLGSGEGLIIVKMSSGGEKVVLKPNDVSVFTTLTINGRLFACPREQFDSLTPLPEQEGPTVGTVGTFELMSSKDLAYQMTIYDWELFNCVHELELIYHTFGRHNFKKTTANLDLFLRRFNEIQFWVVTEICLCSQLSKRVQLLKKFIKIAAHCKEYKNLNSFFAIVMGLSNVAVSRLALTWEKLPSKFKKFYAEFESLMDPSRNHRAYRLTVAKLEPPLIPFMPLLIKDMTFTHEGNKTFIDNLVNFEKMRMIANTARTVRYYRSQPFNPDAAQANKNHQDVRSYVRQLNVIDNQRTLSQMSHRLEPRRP
#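 Fluorescence exchange assay: 100 nM EPAC2 with 250 nM RAP1B-BODIPY-GDP and 50 uM GDP; compounds tested as a concentration-titration series (qHTS). Loss of Rap1-bound BODIPY-GDP fluorescence read at 480/540 nm; data normalized to 6.5 mM cAMP.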
# CCT chaperon mod = cytosolic chaperonin activity modulation; purified chaperonin ATPase assay, HTRF ADP detection, 30 min; activity change, % (no concentration beside the values), hits read low; 360,000 tested, 0.3% active; in the data active = activity change below about -30%; note: % is set by controls: 0 for no effect and ±100 for the full control effect
#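 Enzyme 40 or 20 nM (batch-dependent) in Tris pH 7.4/KCl/MgCl2/DTT; cpd 76 uM single point; ATP 10 uM; 30 min 37 °C; Transcreener ADP HTRF detection, 30 min RT; ratio 665/615.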
# A549 tox = A549 cytotoxicity, counter-screen for Nrf2 inhibitors. A549 ARE-Fluc cells, CellTiter-Fluor viability, 18-24 h. Potency, µM (top dose mostly 46 µM), for the others: at the top dose activity change, negative = cytotoxicity, actives largely listed as inhibitors. AID 504648. 390,000 tested, 0.16% active; note: potency is the fitted concentration of half-maximal effect; % is set by controls: 0 for no effect and ±100 for the full control effect
#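 Cytotoxicity counterscreen: CellTiter-Fluor fluorescence was measured in A549 ARE_Fluc cells after 18-24 h of compound exposure in a concentration series. The subsequent BugLite luminescent read reports ARE-luciferase activity.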
# Nrf2 ARE act = activates Nrf2 signaling | AREc32 ARE-luciferase reporter (MCF7-derived line), luminescence, 24 h | Potency, µM (doses to about 46.1 µM), for the others: at the highest dose activation, actives largely listed as activators | 410,000 tested, 0.31% active; note: potency is the fitted concentration of half-maximal effect; % of control where 0% means no effect; nearly all actives have a fitted effect of over 65% in size
#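 AREc32 cells carrying an ARE-driven firefly luciferase, 1000 cells/well in OPTI-MEM with 5% FBS, dosed after overnight attachment and incubated 24 hr at 37 deg C. Steady-Glo luminescence read after 30 min at RT.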
# EPAC2 antagonist = antagonists of human EPAC2. 360,000 tested, 0.18% active. Potency, µM (titrated, usually from 114 µM), for inactives: at the highest dose activity, negative = inhibition, hits mostly inhibitors. EPAC2 GEF exchange of Rap1B-BODIPY-GDP, fluorescence; note: potency is the fitted concentration of half-maximal effect; % is set by controls: 0 for no effect and ±100 for the full control effect; nearly all actives have a fitted effect of over 45% in size; many of its hits are not listed in these tables
# pAkt inh = inhibitors of Akt phosphorylation | Neuro2A IGF-stimulated pAkt S473 HTRF, 20 min; active compounds read low | activity change, % for hits at 50 µM | 360,000 tested, 0.32% active; in the data active = activity change below about -80%; inconclusive = mostly about -51% to -80%; note: % is set by controls: 0 for no effect and ±100 for the full control effect
#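 Single-point screen (50 µM final compound) in Neuro2A cells stimulated 20 min with 6 nM IGF at 37 deg C. After lysis, Ser473-phosphorylated Akt read by HTRF (ex 330 nm, em 615/665 nm) as the 665/615 ratio.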
# Mm-Cpn inhibitor = blocks the Methanococcus maripaludis chaperonin Mm-Cpn | purified Mm-Cpn ATPase, ADP Transcreener TR-FRET | Potency, µM (top dose mostly 76.9 µM), without a hit: top-dose activity, negative = inhibition, most hits filed as inhibitors | 330,000 tested, 0.031% active; note: potency is the fitted concentration of half-maximal effect; % is set by controls: 0 for no effect and ±100 for the full control effect; nearly all actives have a fitted effect of over 80% in size
#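 Reaction buffer contained 30 mM Tris pH 7.4, 100 mM KCl, 5 mM MgCl2 and 1 mM DTT. Mm-CPN (25 nM final) hydrolysed 10 uM ATP over 30 min at 37°C; ADP was read by HTRF.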
# * hit, by the source's call; i = inactive; ? = inconclusive; . = not tested or not shown; [ ] = remark or other dose. Unless noted, calls come from the whole dose curve; as a rule, active = well fitted curve in the direction sought with a large enough effect; inconclusive = small, poorly fitted or top-dose-only effect, or another doubt; inactive = no such curve, though single readings can be large; an effect the other way counts as inactive or inconclusive. Only part of the results is shown. The share of hits here may be higher or lower than overall.
# Order of results – TGFb SMAD3 inh	Nrf2 inh	EPAC2 ag	CCT chaperon mod	A549 tox	Nrf2 ARE act	EPAC2 antagonist	pAkt inh	Mm-Cpn inhibitor
(1) CSc1ncccc1C(=O)OCC(=O)c1ccc(S(=O)(=O)N2CCCCC2)cc1
 : -0.7%	3.2%	8.7%	0.6	4.4%	2.2%	0.8%	i	-11.2%
(2) CCCNC(=O)COc1nc2ccccc2nc1N1CCOCC1
 : 4.4%	8.3%	-0.4%	0.2	-8.3%	0.1%	-4.2%	i	0.8%
(3) CCCc1ccc(OC(=O)CSc2nnc(-c3cccs3)o2)cc1
 : 45.0%[activator]	19.4%	.	.	-1.3%	-0.4%	.	.	.
(4) CCOc1ccc(OCCOCCN2CCCC2)cc1
 : -3.1%	-13.4%	8.4%	-1.7	-2.6%	-0.1%	7.1%	i	-0.7%
(5) CC1=C/C(=C(\c2ccc(O)c(C)c2)c2ccccc2S(=O)(=O)O)C=CC1=O
 : 8.0%	5.9%	3.1%	-0.5	-6.9%	-0.1%	4.4%	i	-1.0%
(6) COc1cccc(CCNC(=O)CCc2nnc(-c3ccc4c(c3)OCO4)o2)c1
 : 1.0%	-5.2%	-1.7%	1.0	-10.5%	-0.1%	-2.4%	i	-7.1%
(7) CCOC(=O)C1CCCN(C(=O)c2ccc(S(=O)(=O)NCc3ccco3)cc2)C1 (configuration not stated)
 : -2.6%	-5.2%	2.6%	-3.0	0.2%	0.5%	5.4%	i	0.0%
(8) CCc1ccccc1NC(=O)Cn1c(=O)n(CC(=O)NCCc2ccccc2)c(=O)c2ccccc21
 : 1.5%	5.4%	.	.	1.2%	0.1%	.	.	.
(9) COC(=O)c1nn(-c2cccc(C)c2)c2nnc(Cc3ccccc3)c(=O)n12
 : -11.8%	12.9%	3.0%	0.6	-7.8%	1.5%	0.8%	i	-1.2%
(10) C=CCNc1nc(NCCCN2CCCC2=O)c2sc(-c3ccccc3)cc2n1
 : ?	.	-0.3%	-1.5	.	10.1%	-24.1%	i	.
(11) Cc1ccc2nc(SCC(=O)NCCCN3CCCC3=O)[nH]c2c1
 : 7.6%	3.4%	12.3%	-2.4	5.6%	2.2%	-3.1%	i	0.3%
(12) COc1ccc(Cl)cc1S(=O)(=O)Oc1ccc(NC(C)=O)cc1
 : 0.2%	-8.5%	-2.9%	1.5	2.8%	3.1%	-11.1%	i	-1.0%
(13) CC1Cc2nc(SCC(=O)Nc3ccc(F)cc3F)n(C)c(=O)c2S1 (configuration not stated)
 : 3.7%	-6.9%	9.4%	1.3	3.5%	-0.4%	7.2%	i	1.2%
(14) CCCCNC(=S)Nc1ccc(-c2nc3ccc(C)cc3s2)cc1
 : -0.7%	?	-1.9%	2.7	1.1%	4.9%	13.7%	i	-16.4%
(15) CCCCC(CC)C(=O)Nc1ccc(Nc2ccccc2)cc1 (configuration not stated)
 : ?	3.6%	-12.9%	-1.3	-1.5%	0.0%	-18.7%	i	?
(16) CC1=C(C(=O)N2CCCCCC2)CC(CC(=O)NCc2cccs2)C(=O)N1CCC1=CCCCC1 (configuration not stated)
 : .	.	-0.4%	-0.5	.	-0.6%	-5.0%	i	.
(17) CSc1ccccc1NC(=O)c1cc(-c2ccc3c(c2)OCO3)on1
 : 1.0%	28.9%	8.0%	-0.2	4.3%	0.5%	3.1%	i	1.1%
(18) Cc1cc(C)c(OCCCNC2CCCC2)c(Br)c1
 : 0.9%	2.8%	4.5%	0.9	1.0%	-0.4%	1.8%	i	0.2%
(19) CCN(CC)C(=O)CSc1nnc2c3ccccc3n(C)c2n1
 : -2.1%	-13.5%	5.0%	-1.0	-5.5%	0.3%	-7.7%	i	1.3%
(20) O=C(CSc1nccn(-c2cccc(F)c2)c1=O)Nc1ccc(Cl)cc1F
 : 0.0%	16.9%	-0.3%	-0.6	-4.4%	2.9%	8.6%	i	-4.9%
(21) O=CN1CCN(C(=O)c2ccc(Br)o2)CC1
 : 3.0%	-0.4%	-4.4%	-0.4	0.4%	-0.6%	-2.4%	i	0.4%
(22) Cc1ccc(NC(=O)CCn2cccn2)c(C)c1
 : 25.8%	?	.	.	8.1%	0.4%	.	.	.
(23) CN(CC(=O)Nc1ccc(N2CCOCC2)cc1)C(=O)CSc1ccc(F)cc1
 : -5.5%	1.1%	8.9%	1.5	5.4%	-0.1%	0.0%	i	1.1%
(24) CNC(=S)N(CCc1c(C)[nH]c2ccc(OC)cc12)Cc1cc(OC)c(OC)c(OC)c1
 : 0.7%	-14.4%	2.7%	-1.7	0.3%	0.4%	-4.1%	i	-2.9%
(25) CCCCN(C(=O)c1cc2c(s1)CCC2)c1c(N)n(CCC)c(=O)[nH]c1=O
 : -14.1%	12.7%	-14.4%	0.1	-16.0%	-0.4%	-1.3%	i	0.0%
(26) CC(C)(C)C(=O)Nc1ccc(C(=O)COC(=O)c2ccccn2)cc1
 : -2.7%	12.4%	-3.5%	0.7	0.8%	0.2%	3.7%	i	2.4%
(27) Cc1ccc(S(=O)(=O)N(Cc2c(F)cccc2Cl)C(=O)N2CCN(C)CC2)cc1
 : 13.0%	0.1%	5.2%	1.0	-0.2%	-0.8%	-13.0%	i	-1.2%
(28) COc1ccccc1NC(=O)N(C)C[C@H]1Oc2ncc(Br)cc2C(=O)N([C@H](C)CO)C[C@H]1C
 : ?	.	3.5%	-0.9	.	0.1%	-17.3%	i	.
(29) COc1cc(OC)c2cc(C(=O)N[C@@H](Cc3ccccc3)C(=O)O)n(C)c2c1
 : 2.3%	-3.8%	0.3%	-0.4	12.4%	-0.2%	2.6%	i	2.4%
(30) O=C(NC1CCCC1)C(c1ccc(N2CCOCC2)cc1)N(Cc1ccco1)C(=O)c1ccco1 (configuration not stated)
 : -6.4%	-9.3%	12.0%	-5.5	0.8%	-0.1%	13.1%	i	0.5%

# Arranged by count of non-hydrogen atoms (low to high): part of the list above
# Order of results – TGFb SMAD3 inh	Nrf2 inh	EPAC2 ag	CCT chaperon mod	A549 tox	Nrf2 ARE act	EPAC2 antagonist	pAkt inh	Mm-Cpn inhibitor
(19) CCN(CC)C(=O)CSc1nnc2c3ccccc3n(C)c2n1
 : -2.1%	-13.5%	5.0%	-1.0	-5.5%	0.3%	-7.7%	i	1.3%
(23) CN(CC(=O)Nc1ccc(N2CCOCC2)cc1)C(=O)CSc1ccc(F)cc1
 : -5.5%	1.1%	8.9%	1.5	5.4%	-0.1%	0.0%	i	1.1%
(30) O=C(NC1CCCC1)C(c1ccc(N2CCOCC2)cc1)N(Cc1ccco1)C(=O)c1ccco1 (configuration not stated)
 : -6.4%	-9.3%	12.0%	-5.5	0.8%	-0.1%	13.1%	i	0.5%

# The list goes on.
no.	SMILES	TGFb SMAD3 inh	Nrf2 inh	EPAC2 ag	CCT chaperon mod	A549 tox	Nrf2 ARE act	EPAC2 antagonist	pAkt inh	Mm-Cpn inhibitor
31	CCOCCCN1CC(=O)N2[C@@H](Cc3c([nH]c4ccccc34)C2(C)C)C1=O	-0.2%	1.3%	4.5%	-0.5	4.7%	-1.8%	2.1%	i	0.2%
32	CC(C)OC(=O)c1c(-c2ccc(C(C)C)cc2)csc1NC(=O)C1CCCO1 (configuration not stated)	-1.2%	-21.7%	5.6%	-1.3	-6.8%	-0.3%	?	i	-2.0%
33	Cc1ccc2[nH]c3c(N4CCN(Cc5ccccc5)CC4)ncnc3c2c1	?	9.2µM*	11.7%	-2.5	?	-1.5%	-9.3%	i	-0.2%
34	CN(C)c1ccc(NC(=O)c2ccc(COc3cccc(Cl)c3)o2)cc1	-29.0%	?	1.0%	-2.5	-15.9%	3.6%	-3.3%	i	-3.1%
35	O=C(c1ccc([N+](=O)[O-])cc1[N+](=O)[O-])n1cnc2ccccc21	?	?	-7.0%	1.2	-6.4%	-3.1%	-17.8%	i	3.2%
36	N#Cc1ccc(N2CCN(c3ccc(F)cc3)CC2)cc1	7.3%	?	-0.1%	-0.6	1.3%	-0.4%	-0.5%	i	-2.2%
37	Cn1cnnc1SCC(=O)c1ccc(OC(F)F)cc1	-7.8%	1.0%	-11.9%	1.6	-6.7%	2.2%	-6.7%	i	0.3%
38	O=S(=O)(c1ccc2c(c1)OCCO2)N1CCC(c2nc3ccccc3s2)CC1	?	3.26µM*	-16.2%	-0.8	-0.3%[1.84 µM]	-0.3%	-0.3%	i	0.8%
39	O=c1[nH]c2ccc(S(=O)(=O)N3CCCCC3)cc2[nH]1	-13.5%	2.0%	-0.2%	0.2	-4.6%	0.3%	8.6%	.	1.2%
40	Cc1nn(-c2ccccn2)c2c1C(c1ccncc1)C1=C(CC(C)(C)CC1=O)N2 (configuration not stated)	13.1%	11.2%	1.6%	-3.8	9.8%	-0.5%	-1.8%	i	-0.7%
41	O=C1NC(c2ccccc2)=C(c2nc3ccccc3s2)C(c2ccc(O)cc2)N1 (configuration not stated)	?	?	12.7%	0.9	-27.2%	-1.8%	-1.1%	i	0.4%
42	COCCCNC(=S)Nc1cccc2ncccc12	-9.6%	13µM*	1.0%	2.4	-2.0%	-2.8%	-7.4%	i	0.6%
43	O=C(NNC(=O)c1ccc2c(=O)n3c(nc2c1)CCC3)c1cccc(Cl)c1	-7.8%	?	-6.1%	1.3	-2.5%	0.3%	-9.9%	i	3.4%
44	COc1ccc(-c2csc(Nc3cc(C)ccn3)n2)cc1C	-28.0%	?	8.9%	-11.6	6.3%	7.7%	1.8%	i	-25.6%
